Mtb BioA inh: BioA (M. tuberculosis) enzyme inhibition; inhibition, % at 9.99 µM; AID 602481; actives 0.096% (n = 360,000); purified M. tuberculosis BioA enzyme, plate reader; in the data active = inhibition above about 40%
FadD28 binding: inhibitors of Mycobacterium tuberculosis FadD28 bisubstrate binding. FadD28 bisubstrate probe binding, fluorescence polarization. inhibition, % at 12.5 µM. actives 0.22% (n = 360,000). AID 588549; in the data active = inhibition above about 8.5%, passing the limit was not always enough
Mtb UGM inh: blocks M. tuberculosis UGM enzyme. P9WIQ1. purified UGM, fluorescence polarization probe displacement. inhibition, % at 10 µM. actives 0.06% (n = 320,000). AID 504406; in the data active = inhibition above about 10%, passing the limit was not always enough
Target sequence (P9WIQ1 whole entry, looked up): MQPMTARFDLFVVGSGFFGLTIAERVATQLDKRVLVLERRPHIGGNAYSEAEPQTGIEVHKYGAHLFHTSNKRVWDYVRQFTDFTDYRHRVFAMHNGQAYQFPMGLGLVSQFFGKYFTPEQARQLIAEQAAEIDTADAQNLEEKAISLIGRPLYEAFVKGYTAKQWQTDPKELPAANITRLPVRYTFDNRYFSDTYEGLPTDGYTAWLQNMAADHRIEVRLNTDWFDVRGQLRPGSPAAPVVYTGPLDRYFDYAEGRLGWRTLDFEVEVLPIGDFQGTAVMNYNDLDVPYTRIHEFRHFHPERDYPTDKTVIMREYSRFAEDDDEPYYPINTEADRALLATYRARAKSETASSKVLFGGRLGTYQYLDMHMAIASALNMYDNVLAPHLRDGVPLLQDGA
BoNT-F LC inh: inhibitors of Botulinum neurotoxin F light chain protease. Multiplex microsphere protease cleavage assay, flow cytometry. inhibition, % at 10 µM. actives 0.22% (n = 360,000). AID 588497; in the data active = inhibition above about 35%, passing the limit was not always enough; also: plate controls were buffer without enzyme for full effect and enzyme alone for no effect
MazEF act: MazEF (E. coli) toxin RNase activation. FAM/BHQ RNA-DNA oligo cleavage fluorescence, 5 h. activation, % at 20 µM. P0AE70. actives 0.32% (n = 350,000); in the data active = activation above about 50%
Target sequence (P0AE70 whole entry, looked up): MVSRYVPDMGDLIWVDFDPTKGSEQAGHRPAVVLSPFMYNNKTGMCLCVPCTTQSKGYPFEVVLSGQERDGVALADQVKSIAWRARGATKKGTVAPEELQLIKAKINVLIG
Rv3671c inh: inhibits the M. tuberculosis serine protease Rv3671c; inhibition, % at 5.96 µM; actives 0.048% (n = 320,000); in the data active = inhibition above about 38%;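 also: extracellular domain of Rv3671c used as enzyme; 0% = enzyme with DMSO and 100% = no enzyme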
Mtb FBA inh: inhibitors of M. tuberculosis fructose-bisphosphate aldolase; actives 2.3% (n = 360,000); inhibition, % at 1 µM; purified M. tuberculosis FBA, fluorescence read-out; P9WQA3; AID 588726; in the data active = inhibition above about 27%;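 also: 0% = vehicle and 100% = reference inhibitor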
Target sequence (P9WQA3 whole entry, looked up): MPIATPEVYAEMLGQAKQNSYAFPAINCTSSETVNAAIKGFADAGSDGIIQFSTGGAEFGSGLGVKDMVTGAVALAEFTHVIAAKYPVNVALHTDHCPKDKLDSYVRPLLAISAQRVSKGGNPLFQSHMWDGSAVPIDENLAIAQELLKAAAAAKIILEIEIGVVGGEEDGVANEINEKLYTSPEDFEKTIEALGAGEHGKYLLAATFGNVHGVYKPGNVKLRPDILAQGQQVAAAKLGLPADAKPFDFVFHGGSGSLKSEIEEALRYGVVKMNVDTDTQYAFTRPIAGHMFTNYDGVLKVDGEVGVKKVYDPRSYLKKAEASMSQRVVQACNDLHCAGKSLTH
GDH-TPI counter: inhibits GDH-TPI coupling enzymes, artifact for Mtb FBA screen | AID 588335 | inhibition, % at 4.8 µM | GDH-TPI coupled enzyme counterscreen, NADH absorbance | actives 1.2% (n = 360,000); in the data active = inhibition above about 30%;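 also: 0% = DMSO wells and 100% = wells lacking the enzyme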
PrPC TRFRET: inhibitors of human cell surface prion protein PrPC; P04156; TR-FRET read-out; inhibition, % at 13.8 µM; actives 0.43% (n = 370,000); in the data active = inhibition above about 24%; also: 0% = median of the test wells and 100% = reference compound wells
The depositor's hits bear a star. Compounds were not picked by outcome; about 4.8% have a hit in one of these screens.

The first 2 entries as a preview:
Screening CCCCCCCCN1[C@@H](CC(=O)O)c2cc(C(F)(F)F)ccc2S1(=O)=O returned Mtb BioA inh 1.5, FadD28 binding -3.9, Mtb UGM inh -1.8, BoNT-F LC inh 4.1, MazEF act 2.2, Rv3671c inh 1.0, Mtb FBA inh -2.4, GDH-TPI counter 12.3 and PrPC TRFRET -3.6.
Screening CCOC(=O)C(NCc1ccccn1)(NC(=O)c1cccnc1)C(F)(F)F (stereo unspecified) returned Mtb BioA inh 0.6, FadD28 binding -1.1, Mtb UGM inh -0.5, BoNT-F LC inh -15.0, MazEF act -7.9, Rv3671c inh -1.2, Mtb FBA inh 0.4, GDH-TPI counter 9.3 and PrPC TRFRET -2.3.

The list itself, previewed entries included:
Screening CCCCCCCCN1[C@@H](CC(=O)O)c2cc(C(F)(F)F)ccc2S1(=O)=O returned Mtb BioA inh 1.5, FadD28 binding -3.9, Mtb UGM inh -1.8, BoNT-F LC inh 4.1, MazEF act 2.2, Rv3671c inh 1.0, Mtb FBA inh -2.4, GDH-TPI counter 12.3 and PrPC TRFRET -3.6.
Screening CCOC(=O)C(NCc1ccccn1)(NC(=O)c1cccnc1)C(F)(F)F (stereo unspecified) returned Mtb BioA inh 0.6, FadD28 binding -1.1, Mtb UGM inh -0.5, BoNT-F LC inh -15.0, MazEF act -7.9, Rv3671c inh -1.2, Mtb FBA inh 0.4, GDH-TPI counter 9.3 and PrPC TRFRET -2.3.
Screening O=C(Nc1nc(-c2ccc(F)cc2)cs1)c1ccc(N2C(=O)CCC2=O)cc1 returned Mtb BioA inh -2.5, FadD28 binding -0.5, Mtb UGM inh -0.7, BoNT-F LC inh -4.4, MazEF act -0.3, Rv3671c inh -6.9, Mtb FBA inh 4.3, GDH-TPI counter 23.5 and PrPC TRFRET 7.0.
`O=C(c1ccc2[nH]c(=O)c(=O)[nH]c2c1)N1CCN(c2ccccc2)CC1` gave Mtb BioA inh -0.2, FadD28 binding -2.5, Mtb UGM inh 0.0, BoNT-F LC inh 3.1, MazEF act -10.5, Rv3671c inh 3.6, Mtb FBA inh 8.5, GDH-TPI counter 7.1 and PrPC TRFRET -1.6.
For CN1CCN(S(=O)(=O)c2ccc(NC(=O)Cc3ccc([N+](=O)[O-])cc3)cc2)CC1 the results were Mtb BioA inh -1.7, FadD28 binding 0.1, Mtb UGM inh 2.5, BoNT-F LC inh -3.8, MazEF act 3.9, Rv3671c inh 5.6, Mtb FBA inh 4.4, GDH-TPI counter 14.8 and PrPC TRFRET -17.3.
Screening O=C1C2CCCCN2C(=O)N1CCN1CCN(c2ccc(F)cc2)CC1 (stereo unspecified) returned Mtb BioA inh 0.3, FadD28 binding 0.6, BoNT-F LC inh 3.1, MazEF act -20.0, Mtb FBA inh -0.7, GDH-TPI counter 12.6 and PrPC TRFRET 5.5.
For COc1ccc(N/C=C(\C(C)=O)c2ccc(OC)c(OC)c2)cc1OC the results were FadD28 binding -0.7, Mtb UGM inh 2.6, BoNT-F LC inh -0.6, MazEF act 16.4, Rv3671c inh 89.5*, Mtb FBA inh 0.2, GDH-TPI counter 11.2 and PrPC TRFRET -4.2.
Screening CCC(C)Sc1cc(C)c(C#N)c2nc3ccccc3n12 (stereo unspecified) returned Mtb BioA inh -1.6, FadD28 binding 1.5, Mtb UGM inh -0.3, BoNT-F LC inh 0.9, MazEF act -3.8, Rv3671c inh -2.5, Mtb FBA inh -3.1, GDH-TPI counter 7.4 and PrPC TRFRET -6.4.
For O=C(Nc1ccc(C(=O)N2CCOCC2)cc1)Nc1cccc2ccccc12 the results were FadD28 binding -1.7, Mtb UGM inh 1.0, BoNT-F LC inh -5.9, MazEF act 5.1, Rv3671c inh -5.1, Mtb FBA inh 6.2, GDH-TPI counter -1.3 and PrPC TRFRET -7.4.
`CCN(CC(=O)N1CCCCCC1)S(=O)(=O)c1ccc(Cl)cc1` gave Mtb BioA inh 0.0, FadD28 binding -2.2, Mtb UGM inh -1.1, BoNT-F LC inh -18.8, MazEF act 1.9, Rv3671c inh -6.7, Mtb FBA inh 0.4, GDH-TPI counter 9.4 and PrPC TRFRET 3.0.
O=C(COC(=O)/C=C/c1ccc(Cl)cc1)Nc1ccc2[nH]c(=O)[nH]c2c1 was read as Mtb BioA inh -1.4, FadD28 binding -4.1, Mtb UGM inh -0.8, BoNT-F LC inh 11.6, MazEF act -5.4, Rv3671c inh -33.2, Mtb FBA inh 1.1, GDH-TPI counter 1.7 and PrPC TRFRET -5.5.
Screening O=S(=O)(NCc1ccccc1F)NCc1ccccc1F returned Mtb BioA inh 1.7, FadD28 binding -1.0, Mtb UGM inh -5.0, BoNT-F LC inh 4.2, MazEF act -1.0, Rv3671c inh -15.7, Mtb FBA inh 4.2, GDH-TPI counter -6.9 and PrPC TRFRET 4.4.
For O=C(N/N=C/c1ccc2c(c1)OCO2)c1ccc2c(c1)OCCO2 the results were FadD28 binding 0.3, Mtb UGM inh 1.6, BoNT-F LC inh -4.5, MazEF act 0.0, Rv3671c inh -8.5, Mtb FBA inh 3.0, GDH-TPI counter 42.1* and PrPC TRFRET 21.4.
`CC(C)(C)c1nc2ccccc2c(=O)n1N1C(=O)c2ccccc2C1=O` gave Mtb BioA inh -1.8, FadD28 binding 0.5, Mtb UGM inh 0.9, BoNT-F LC inh 8.7, MazEF act -3.8, Rv3671c inh 4.2, Mtb FBA inh -1.3, GDH-TPI counter 3.5 and PrPC TRFRET -1.4.
c1ccc2c(c1)[nH]c1c(NCC3CCCO3)ncnc12 (stereo unspecified) was read as Mtb BioA inh 6.1, FadD28 binding 2.2, Mtb UGM inh -0.3, BoNT-F LC inh -8.3, MazEF act 4.7, Rv3671c inh 7.4, Mtb FBA inh 18.1, GDH-TPI counter 21.9 and PrPC TRFRET 8.1.
For O=C(/C=C/c1ccco1)NC(=S)Nc1ccccc1O the results were FadD28 binding 0.2, Mtb UGM inh -0.3, BoNT-F LC inh -1.4, MazEF act 3.2, Rv3671c inh -2.0, Mtb FBA inh 0.6, GDH-TPI counter 26.5 and PrPC TRFRET -5.1.
For Cc1cnc(C(=O)OCC(=O)Nc2ncc(Cl)cc2Cl)cn1 the results were Mtb BioA inh -2.4, FadD28 binding -1.2, Mtb UGM inh -0.7, BoNT-F LC inh -7.8, MazEF act -2.6, Rv3671c inh -2.0, Mtb FBA inh -0.6, GDH-TPI counter 7.4 and PrPC TRFRET 3.1.
CN(Cc1ccccc1)C(=O)COC(=O)c1cc(=O)c2ccccc2o1 was read as Mtb BioA inh -1.8, FadD28 binding 0.9, Mtb UGM inh 0.3, BoNT-F LC inh -8.2, MazEF act -10.1, Rv3671c inh 7.4, Mtb FBA inh -1.7, GDH-TPI counter 1.7 and PrPC TRFRET -7.9.
For c1ccc(Cn2nnnc2C(c2ccccn2)N2CCN(c3ccccc3)CC2)cc1 (stereo unspecified) the results were Mtb BioA inh 1.1, FadD28 binding -2.6, Mtb UGM inh 0.8, BoNT-F LC inh 2.1, MazEF act 1.8, Rv3671c inh -6.0, Mtb FBA inh 0.8, GDH-TPI counter -5.1 and PrPC TRFRET -1.0.
`CSc1ccc(C(=S)N2CCCCCC2)cc1` gave Mtb BioA inh -1.9, FadD28 binding -1.9, Mtb UGM inh 2.9, BoNT-F LC inh -2.5, MazEF act 0.1, Rv3671c inh -11.9, Mtb FBA inh 1.2, GDH-TPI counter 15.4 and PrPC TRFRET 4.1.
CCN(CC)S(=O)(=O)c1ccc(C)c(NC(=O)CSc2ncc(C(F)(F)F)cc2Cl)c1 was read as FadD28 binding 1.3, Mtb UGM inh 1.1, BoNT-F LC inh -9.0, MazEF act -2.9, Rv3671c inh 12.1, Mtb FBA inh 0.2, GDH-TPI counter 7.3 and PrPC TRFRET 8.1.
`COc1ccccc1CCN=C(N)NS(=O)(=O)c1ccccc1F` gave Mtb BioA inh 0.1, FadD28 binding -4.5, Mtb UGM inh 4.8, BoNT-F LC inh 3.4, MazEF act -4.1, Rv3671c inh 5.4, Mtb FBA inh 50.9*, GDH-TPI counter 2.7 and PrPC TRFRET 1.6.
Cn1c(C(=O)N2CCOCC2)cc2c(=O)n3ccccc3nc21 was read as Mtb BioA inh -1.2, FadD28 binding 0.3, Mtb UGM inh 1.3, BoNT-F LC inh 4.4, MazEF act 0.2, Rv3671c inh -1.1, Mtb FBA inh active, GDH-TPI counter 26.5 and PrPC TRFRET -8.5.
`CC(=O)NCCC(=O)Nc1cc(S(=O)(=O)N2CCOCC2)ccc1Oc1ccccc1` gave Mtb BioA inh 10.8, FadD28 binding 0.6, Mtb UGM inh -0.8, BoNT-F LC inh 4.9, MazEF act 6.6, Rv3671c inh -2.0, Mtb FBA inh 4.8, GDH-TPI counter 4.6 and PrPC TRFRET 2.8.
COc1ccc(C(c2nnnn2C2CCCC2)N2CCN(C/C=C/c3ccccc3)CC2)cc1 (stereo unspecified) was read as Mtb BioA inh 1.8, FadD28 binding -1.3, BoNT-F LC inh -6.6, Mtb FBA inh -1.0 and PrPC TRFRET -4.7.
Screening Cc1ccc2occ(C(=O)c3ccco3)c(=O)c2c1 returned Mtb BioA inh 2.4, FadD28 binding -4.8, Mtb UGM inh -0.9, BoNT-F LC inh -10.9, MazEF act -14.1, Rv3671c inh 0.7, Mtb FBA inh -2.0, GDH-TPI counter -1.7 and PrPC TRFRET -6.1.
For Cc1cc(C)c(S(=O)(=O)N2CCN(C(=O)C3CC3)CC2)c(C)c1 the results were Mtb BioA inh -0.6, FadD28 binding -2.0, BoNT-F LC inh 5.1, MazEF act -1.5, Mtb FBA inh -1.9, GDH-TPI counter 3.5 and PrPC TRFRET 0.3.
Screening COc1ccc(/C=N/n2cnn(Cc3ccccc3Cl)c2=S)cc1 returned FadD28 binding -2.3, Mtb UGM inh 1.8, BoNT-F LC inh -2.6, MazEF act 8.7, Rv3671c inh -2.1, Mtb FBA inh 2.1, GDH-TPI counter 6.9 and PrPC TRFRET 5.9.
For Cc1cc(C)cc(C(=O)OCC(=O)Nc2ncccn2)c1 the results were Mtb BioA inh -0.4, FadD28 binding -0.7, Mtb UGM inh -1.8, BoNT-F LC inh -14.8, MazEF act 1.5, Rv3671c inh 1.2, Mtb FBA inh -0.8, GDH-TPI counter 1.0 and PrPC TRFRET -2.8.
Screening COCCn1c(=S)[nH]c2cc(C(=O)N(CCO)Cc3ccccc3)ccc2c1=O returned Mtb BioA inh -2.1, FadD28 binding -2.8, Mtb UGM inh 1.2, BoNT-F LC inh 3.0, MazEF act 5.0, Rv3671c inh 2.1, Mtb FBA inh -0.3, GDH-TPI counter 5.2 and PrPC TRFRET 3.2.
`O=S1(=O)N=C(N(CCO)/N=C/c2ccncc2)c2ccccc21` gave Mtb BioA inh 1.8, FadD28 binding -0.2, Mtb UGM inh 3.4, BoNT-F LC inh 3.4, MazEF act -1.6, Rv3671c inh 5.7, Mtb FBA inh -0.8, GDH-TPI counter 20.4 and PrPC TRFRET 1.7.
O=Cc1ccc(OCc2cn(CC(=O)c3ccc(O)cc3)nn2)cc1 was read as Mtb BioA inh -0.1, FadD28 binding 0.1, BoNT-F LC inh 3.3, MazEF act 8.5, Mtb FBA inh -0.2, GDH-TPI counter 22.6 and PrPC TRFRET 9.8.
`CCNC(=O)CC1C(=O)N(c2ccc(F)cc2)C(=O)N1Cc1ccccn1` (stereo unspecified) gave Mtb BioA inh 0.8, FadD28 binding -2.7, Mtb UGM inh 2.4, BoNT-F LC inh -4.5, MazEF act -1.5, Rv3671c inh 8.1, Mtb FBA inh -0.8, GDH-TPI counter -1.2 and PrPC TRFRET -5.4.
`Cc1cc(C(=O)CSc2nnc(CCC(N)=O)n2C)c(C)n1C1CC1` gave Mtb BioA inh 0.5, FadD28 binding -2.6, BoNT-F LC inh -2.7, MazEF act -5.3, Mtb FBA inh -0.6, GDH-TPI counter -0.7 and PrPC TRFRET 6.2.
O=C(O)/C=C/C(=O)Nc1cccc(C(F)(F)F)c1 was read as FadD28 binding -1.1, Mtb UGM inh -0.7, BoNT-F LC inh -3.5, MazEF act -15.8, Rv3671c inh 6.0, Mtb FBA inh 1.6, GDH-TPI counter 7.8 and PrPC TRFRET -1.5.
CCOc1ccc(N2C(=O)CC(SCc3nc4ccccc4[nH]3)C2=O)cc1 (stereo unspecified) was read as FadD28 binding 0.3, Mtb UGM inh -3.4, BoNT-F LC inh -0.9, MazEF act 9.4, Rv3671c inh -6.7, Mtb FBA inh 7.8, GDH-TPI counter -3.5 and PrPC TRFRET 3.2.
`O=C(NCc1ccccc1)C1CCCN(C(=O)c2ccc(F)cc2)C1` (stereo unspecified) gave Mtb BioA inh 0.6, FadD28 binding -0.7, BoNT-F LC inh -2.6, MazEF act 6.4, Mtb FBA inh -1.0, GDH-TPI counter 0.0 and PrPC TRFRET -0.3.
